# FLuc inh = inhibitors of firefly luciferase. P08659. actives 2.2% (n = 72,000). Potency, µM (doses to about 57.1 µM), inactives show top-dose activity change, negative = inhibition, usual class: inhibitors. purified firefly luciferase, luminescence, 8 min; also: potency is read from the fitted curve at half-maximal effect; % is scaled to controls: 0 for no effect and ±100 for the full control effect; nearly all actives have a fitted effect of over 40% in size
# Target sequence (P08659 whole entry, looked up): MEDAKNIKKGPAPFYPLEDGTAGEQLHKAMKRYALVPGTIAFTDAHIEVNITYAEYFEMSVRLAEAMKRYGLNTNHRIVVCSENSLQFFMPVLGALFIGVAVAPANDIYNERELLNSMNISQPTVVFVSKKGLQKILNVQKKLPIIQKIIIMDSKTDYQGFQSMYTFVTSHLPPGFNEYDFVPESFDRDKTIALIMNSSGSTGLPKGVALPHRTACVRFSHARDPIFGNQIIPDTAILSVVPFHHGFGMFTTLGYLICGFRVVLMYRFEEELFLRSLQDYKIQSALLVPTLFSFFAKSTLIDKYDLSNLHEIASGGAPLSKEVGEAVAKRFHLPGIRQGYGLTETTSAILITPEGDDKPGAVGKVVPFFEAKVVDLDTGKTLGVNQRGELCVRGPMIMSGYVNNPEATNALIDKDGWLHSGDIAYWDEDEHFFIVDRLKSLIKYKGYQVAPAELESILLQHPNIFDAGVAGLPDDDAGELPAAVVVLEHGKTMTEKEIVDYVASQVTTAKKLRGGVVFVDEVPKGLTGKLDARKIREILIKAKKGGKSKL
#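 Here, luciferase activity is measured as luminescence following an 8 min room-temperature reaction at 10 uM ATP, pH 7.2. Every library sample is titrated.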
# HBB splicing = modulators of hemoglobin beta chain splicing; HBB splicing reporter cell assay, activation; EGFP reporter with mutant IVS2-654 intron; response scale: normalised to 500 nM splice-correcting PNA; Potency, µM (doses to about 46.1 µM), inactives show at the highest dose activation, usual class: activators; actives 0.06% (n = 65,000); also: potency is read from the fitted curve at half-maximal effect; 0% is about no effect
#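 Compounds were applied for 2 days to HeLa EGFP-654 cells, 500/well in Optimem with 2% FCS. The reporter's EGFP is disrupted by mis-splicing of beta-globin intron IVS2-654. Readout: summed well GFP fluorescence from 488 nm laser scanning; reference was 500 nM antisense […] 654 PNA.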
# TexasRed autofl = compounds fluorescent in Texas Red spectral region; Compound fluorescence, Texas Red channel, 547/618 nm; hits give high values; max dye-equivalent concentration, M; actives 0.06% (n = 59,000); AID 587; in the data active = max dye-equivalent concentration above about 10 nM; inconclusive = between about 1.1 nM and that limit
#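 qHTS profiling of intrinsic compound fluorescence; 100 mM Tris pH 8.0; 15 min RT; ex 547 / em 618 nm; response expressed as Texas Red dye-equivalent concentration from six-point plate standard.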
# UbGFP stabilizer = ubiquitin-GFP accumulation via proteasome inhibition | Ubiquitin-GFP reporter cells, proteasome inhibition, GFP fluorescence; response scale: untreated = 0%, 10 µM MG-132 = 100% | Potency, µM (highest dose often 45.9 µM), inactives show top-dose activation (GFP accumulation), actives largely listed as activators | 67,000 tested, under 10 active | AID 526; active = well fitted activation curve with a large enough effect, not every such curve was filed as active; inconclusive = small, poorly fitted or top-dose-only effect, or another doubt; inactive = no such curve, though single readings can be large or run the other way; also: potency is read from the fitted curve at half-maximal effect
#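 Proteasome block read as GFP accumulation: ubiquitin(G76V)-GFP U2OS cells exposed to compound (2.9 nM–46 uM) for 4 hr at 37 C. Normalization used untreated cells as 0% and 10 uM MG-132 as 100%; concentration-response curves fitted.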
# Fluorescein fluor = compound autofluorescence in fluorescein spectral region; Compound autofluorescence, 480/540 nm, fluorescein-equivalent; hits give high values; max fluorescein-equivalent concentration, M; actives 0.91% (n = 59,000); in the data active = max fluorescein-equivalent concentration above about 10 nM; inconclusive = between about 1.1 nM and that limit
#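 Normalized response (dye-equivalent concentration) derives from comparing each well's 540 nm emission, under 480 nm excitation, with plate-resident fluorescein standards. Compounds were held in 100 mM Tris, pH 8.0, for 15 min at room temperature.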
# CRE-bla Fsk = alters forskolin-stimulated CRE reporter signaling in CHO cells | Potency, µM (series often up to 38.2 µM), without a hit: at the highest dose activity change, negative = inhibition, actives largely listed as activators | CHO CRE-bla reporter (cAMP response element driving beta-lactamase), forskolin EC10, beta-lactamase ratio | actives 2.5% (n = 71,000); active = well fitted activation curve with a large enough effect in the signal ratio, with a control signal flat, not every such curve was filed as active; inconclusive = small, poorly fitted or top-dose-only effect, or effect the other way, or a change in a side signal; the % refers to the signal ratio; also: potency is read from the fitted curve at half-maximal effect; % of control where 0% means no effect
#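 AC50 values, positive or negative, reflect shifts in EC10 NKH 477-induced CRE-bla reporter activity in CHO cells. Incubation lasted 3 h at 37 °C before CCF4 substrate (2 h, room temperature) and ratiometric 460/530 nm reading.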
# Hsp90 Hop PPI = changes Hsp90-Hop TPR2A binding signal, up or down; AlphaScreen TPR2A-His6 binding biotin-Hsp90 C-terminal peptide; Potency, µM (highest dose often 57 µM), for the others: at the top dose activity change, negative = inhibition; actives 0.44% (n = 71,000); AID 595; active = well fitted curve in either direction with a large enough effect; inconclusive = small, poorly fitted or top-dose-only effect, or another doubt; also: potency is read from the fitted curve at half-maximal effect; % is scaled to controls: 0 for no effect and ±100 for the full control effect; many of its hits are not listed in these tables
# Epigenetic mod = epigenetic modulators derepressing GFP locus in mouse cells. mouse C127i GFP locus derepression, cytometry, 30 h. actives 0.09% (n = 68,000). Potency, µM (titrated, usually from 46.1 µM), for the others: top-dose GFP derepression (activation); also: % of control where 0% means no effect
#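 Derepression screen: silenced CMV-GFP reporter in murine C127i cells, 30 h compound incubation at 37 C, washed cells imaged by laser-scanning cytometer to enumerate GFP-expressing objects of 20 to 120 um.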
# A350 autofl = compound fluoresces in the Alexa 350 spectral region | actives 11% (n = 59,000) | Compound autofluorescence, 340/450 nm, Alexa 350 dye-equivalents; hits give high values | max dye-equivalent concentration, M; in the data active = max dye-equivalent concentration above about 10 nM; inconclusive = mostly about 1.1 nM to 9.6 nM
# ERK AVP inh = inhibitors of vasopressin-stimulated ERK signaling pathway | actives 0.99% (n = 72,000) | AID 995 | HEK293-V1b, vasopressin-stimulated pERK AlphaScreen | Potency, µM (series often up to 57.5 µM), without a hit: top-dose activity, negative = inhibition, actives largely listed as inhibitors; also: potency is read from the fitted curve at half-maximal effect; % is scaled to controls: 0 for no effect and ±100 for the full control effect; nearly all actives have a fitted effect of over 55% in size
#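 HEK293 cells stably expressing V1b receptor, seeded overnight in 1% FBS, were treated with compounds for 30 min at 37C, then stimulated 5 min with 25 nM vasopressin; phospho-ERK read by AlphaScreen SureFire after lysis.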
# 4MU fluor = 4-MU region autofluorescence; compound autofluorescence, 340/450 nm, 4-MU equivalents; hits give high values; max dye-equivalent concentration, M; actives 11% (n = 59,000); in the data active = max dye-equivalent concentration above about 10 nM; inconclusive = mostly about 1.1 nM to 9.6 nM
#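 Intrinsic fluorescence at 340/450 nm (ex/em) was read after 15 min at room temperature in pH 8.0, 100 mM Tris. Each compound concentration expressed as 4-MU-equivalent concentration from a six-point 4-MU standard series on each plate.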
# The depositor's hits bear a star; i = inactive; u = inconclusive; x = no result given; [ ] = dose if it differs, or a comment. Unless noted, calls follow the shape of the dose curve; as a rule, active = well fitted curve in the direction sought with a large enough effect; inconclusive = small, poorly fitted or top-dose-only effect, or another doubt; inactive = no such curve, though single readings can be large; an effect the other way counts as inactive or inconclusive. The list is partial. The share of hits here may be higher or lower than overall.
SMILES,FLuc inh,HBB splicing,TexasRed autofl,UbGFP stabilizer,Fluorescein fluor,CRE-bla Fsk,Hsp90 Hop PPI,Epigenetic mod,A350 autofl,ERK AVP inh,4MU fluor
Cc1c(C(=O)NCc2cccnc2)oc2ccc(S(=O)(=O)N3CC(C)CC(C)C3)cc12 (stereo unspecified),1.3%,-1.0%,x,-2.2%,x,-3.6%,-3.2%,x,x,x,x
O=C(CC1SC(=O)N(c2ccccc2)C1=O)Nc1ccccc1 (stereo unspecified),-6.2%,-2.5%[57.5 µM],i,6.7%,i,u,-7.3%,-2.1%,i,-6.9%,i
CCCC(=O)Nc1ccc(NC(=O)C23CC4CC(CC(C4)C2)C3)cn1,-41.7%,-0.3%,u,-6.3%,u,8.2%,-1.2%,-0.2%,u,-5.6%,i
CCOC(=O)c1sc2nc(SCC(=O)NCc3ccco3)n(Cc3ccccc3)c(=O)c2c1C,1.5%,2.0%[0.369 µM],i,x,u,4.6%,-0.6%,0.0%,u,-14.6%,u
COc1cccc2cc(C(=O)N3CCN(c4ncccn4)CC3)c(=O)oc12,-0.6%,6.2%,i,-2.5%,i,10.1%,-4.2%,3.2%,u,13.1%,i
COc1ccc(NC(=O)c2ccc(CN3CCN(c4ccccc4)CC3)cc2)cc1,1.5%,1.5%,x,13.0%,x,2.4%,-1.0%,-1.8%,x,-10.9%,x
COc1cc(C)c(CN2CCCCC2CO)cc1C (stereo unspecified),2.7%,0.0%[0.0738 µM],x,-1.3%[9.17 µM],x,u,-2.0%[11 µM],-1.5%,x,5.7%,x
CCOC(=O)C1(CC)NC(c2cccc(F)c2)C2C(=O)N(CC)C(=O)C21 (stereo unspecified),4.0%,x,i,5.6%,i,1.3%,-1.6%,0.0%,i,7.7%,i
COc1ccccc1OCCSc1ncnc2nc[nH]c12,-1.1%,0.3%[57.5 µM],i,0.2%,i,20.6%,-0.3%,9.1%,u,-0.9%,u
O=C(NC1CCCCC1)N(Cc1cc2cc3c(cc2[nH]c1=O)OCCO3)CC1CCCO1 (stereo unspecified),0.9%,x,i,5.6%,u,u,-2.5%,0.0%,1.89e-07M*,2.4%,1.98e-07M*
CCOC(=O)C1CCCN(CCC(=O)Nc2ccc(F)c(F)c2)C1 (stereo unspecified),-3.3%,-3.2%,u,-6.8%,i,-1.0%,-1.3%,-3.1%,i,9.4%,i
CCCc1c(O)nc(SC2CC(=O)N(c3cc(OC)ccc3OC)C2=O)[nH]c1=O (stereo unspecified),4.7%,-1.9%[57.5 µM],i,-0.9%,u,7.2%,-3.3%,0.0%,i,-8.3%,i
Cc1ccc(CN(Cc2cccnc2)C(=O)CN2C(=O)COc3ccccc32)o1,0.8%,x,i,-3.5%,i,-0.8%,-3.7%,-1.3%,i,-11.4%,i
O=C(CCc1ccc(S(=O)(=O)N2CCOCC2)cc1)OCc1nc2ccccc2s1,-17.6%,-0.2%[57.5 µM],i,1.9%,i,-6.4%,8.2%,0.0%,i,12.4%,i
CCCn1nnc(NC(=O)c2ccc(Cl)cc2Cl)n1,-11.7%,x,i,3.7%,i,-0.6%,3.8%,0.0%,i,4.0%,i
CCOC(=O)CSc1nc2ccc(N3CCOCC3)cc2c(=O)n1Cc1ccc2c(c1)OCO2,-5.0%,7.5%[0.369 µM],i,-8.6%,i,u,u,0.0%,u,-9.0%,u
Cc1cc(=O)[nH]c2cc(Cl)ccc12,-0.7%,-0.8%,i,7.4%,i,2.3%,0.6%,10.2%,i,-22.0%,i
O=c1c(-c2cccc(Cl)c2)nc2cncnc2n1Cc1ccccc1,0.3%[11.4 µM],-3.2%,i,-4.0%,u,u,-0.7%,5.4%[9.22 µM],i,-16.0%,i
COc1ccc(-c2csc(NC(=O)Cn3nc(C)cc3C)n2)cc1,1.7%,0.2%,i,5.2%,i,4.8%,-2.4%,-2.3%,i,-18.9%,i
CCOC(=O)N1CCN(C(=O)CCSCCc2ccncc2)CC1,-1.7%,-1.8%,i,5.7%,i,20.1%,1.1%,-1.7%,i,17.1%,i
COc1ccc2c(c1)CCc1c(C(=O)Nc3ccn(Cc4ccc(C)cc4)n3)noc1-2,-4.6%,-0.4%,i,10.8%,u,u,-1.7%,2.2%,i,-2.5%,i
CCN(CC)S(=O)(=O)c1ccc(NC(=O)COc2c(OC)cccc2OC)cc1,-11.5%,-0.3%[57.5 µM],i,-9.3%,i,u,2.6%,1.6%,i,-1.5%,i
Cc1ccc(C)c(N2CCN(S(=O)(=O)c3ccc4[nH]c(=O)c(=O)[nH]c4c3)CC2)c1,4.3%,-4.8%,i,-5.2%,i,u,-6.2%,0.1%,i,14.2%,i
c1ccc2[nH]c(-c3nc4ccccc4[nH]3)nc2c1,2.51µM*,-1.3%[0.0738 µM],x,2.9%[9.17 µM],x,u,-7.3%[11 µM],7.7%,x,-19.6%,x
CCCCN1C(=O)c2ccc(C(=O)NC3=NCCS3)cc2C1=O,-3.3%,-2.5%,i,4.4%,u,4.5%,-7.5%,-1.7%,i,u,i

# (more compounds)
SMILES,FLuc inh,HBB splicing,TexasRed autofl,UbGFP stabilizer,Fluorescein fluor,CRE-bla Fsk,Hsp90 Hop PPI,Epigenetic mod,A350 autofl,ERK AVP inh,4MU fluor
O=C(COc1ccc(Cl)cc1Cl)NCCCn1ccnc1,-1.1%,0.2%[1.84 µM],u,-13.6%,i,-2.1%,u,0.0%,u,u,i
Cc1ccc(CCNC(=O)C2CCCN(S(=O)(=O)c3c(C)noc3/C=C/N(C)C)C2)cc1 (stereo unspecified),-0.2%,1.8%,x,0.0%,x,-9.0%,-12.7%,-0.4%,x,-1.2%,x
O=C1CCC(=O)N1CC(=O)N1c2ccccc2Sc2ccccc21,0.4%,0.3%[9.22 µM],x,12.7%,x,-4.0%,-3.0%,-2.2%,x,34.3%,x
COc1cccc(/C=N/n2c(SC)nnc2-c2ccccc2)c1O,0.1%,0.7%,x,0.0%,x,u,-1.8%,-3.8%,x,-22.1%,x
O=C(Nc1ccccc1-c1ccccc1)C1CCCN(c2ncccn2)C1 (stereo unspecified),1.3%,x,i,4.2%,u,-0.9%,-6.8%,0.7%,i,-0.8%,i
COC(=O)c1ccc(N2C(=O)CC(N(C)CCc3ccc(OC)c(OC)c3)C2=O)cc1 (stereo unspecified),0.0%,-1.8%,x,-9.4%,x,12.2%,-2.6%,2.5%,x,2.7%,x
CCc1nnc(NC(=O)C2CCN(S(=O)(=O)Cc3ccccc3)CC2)s1,1.9%,x,i,-0.2%,i,-1.8%,-2.1%,0.0%,u,-11.3%,u
Cc1cccc2cc(COC(=O)C(C)(C)C)c(=O)[nH]c12,0.7%,2.9%[0.369 µM],i,x,u,11.5%,0.1%,4.6%,u,-15.3%,u
O=C(Nc1ccon1)c1sc2ccccc2c1Cl,-25.9%,-1.7%,i,-4.2%,i,-4.0%,5.0%,0.0%,i,-16.8%,i
COc1ccccc1N1CCN(C(CNC(=O)c2ccc3c(c2)OCO3)c2cccnc2)CC1 (stereo unspecified),-1.6%,-0.1%,u,u,u,-25.6%,-1.0%,-2.9%,i,19.4%,i
CCCOC(=O)C1C2C=C[C@]3(CN(CCc4ccccc4)C(=O)[C@H]13)O2 (stereo partly specified),0.6%,-2.3%[57.5 µM],i,-0.3%,u,7.3%,-3.7%,6.8%,2.5e-08M*,8.3%,1.94e-08M*
COc1ccc(OCC(=O)Nc2ccc3c(c2)nc2n3CCSC2)cc1,-3.4%,0.7%[0.369 µM],i,x,u,-6.4%,-3.5%,0.0%,i,u,i
O=C(c1ccccc1)c1nc[nH]c1C(=O)Nc1ccccc1,-4.0%,-0.8%,i,3.2%,i,10µM*,-4.4%,4.1%,2.01e-08M*,-23.5%,1.77e-08M*
COc1ccccc1NC(=O)CSc1nnc(Cc2cccn2C)n1CCc1ccccc1,-3.4%,-5.8%,u,-11.1%,u,u,-9.3%,2.4%,i,u,i
CCCn1nc(NC(=O)c2ccco2)c2cc3ccc(C)cc3nc21,-1.4%,-0.2%[0.369 µM],i,x,u,u,23.3%,-2.1%,9.36e-08M*,21.7%,7.27e-08M*
NC(=O)SC/C(=N\S(=O)(=O)c1ccccc1)Nc1ccccc1,2.5%,-0.2%[57.5 µM],i,-7.8%,u,-11.8%,1.0%,5.3%,u,0.5%,i
O=C(CN1C(=O)C2C3C=CC(C3)C2C1=O)Nc1cccc2c1CCCC2 (stereo unspecified),1.9%,4.5%,i,-3.9%,i,u,2.3%,0.3%,i,20.4%,i
CCOC(=O)C1C(c2cccs2)NC(=O)NC1(O)C(F)(F)F (stereo unspecified),-0.7%,0.1%[57.5 µM],i,-0.2%,u,-7.3%,-1.9%,4.1%,i,-2.6%,i

# From PubChem
